5HT1a ag: activates the human 5-HT1a serotonin receptor; CHO 5-HT1a Ga15 NFAT-bla reporter, FRET ratio; 0% basal, 100% maximal reference agonist; 65,000 compounds, 0.56% hits; activation, % at 10 µM; AID 567; P08908;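 active = activation above the screen-wide mean activation plus 3 SD, cut at about 19% in these data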;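 note: 0% = DMSO wells and 100% = 5-CT at EC100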
Target sequence (P08908 whole entry, looked up): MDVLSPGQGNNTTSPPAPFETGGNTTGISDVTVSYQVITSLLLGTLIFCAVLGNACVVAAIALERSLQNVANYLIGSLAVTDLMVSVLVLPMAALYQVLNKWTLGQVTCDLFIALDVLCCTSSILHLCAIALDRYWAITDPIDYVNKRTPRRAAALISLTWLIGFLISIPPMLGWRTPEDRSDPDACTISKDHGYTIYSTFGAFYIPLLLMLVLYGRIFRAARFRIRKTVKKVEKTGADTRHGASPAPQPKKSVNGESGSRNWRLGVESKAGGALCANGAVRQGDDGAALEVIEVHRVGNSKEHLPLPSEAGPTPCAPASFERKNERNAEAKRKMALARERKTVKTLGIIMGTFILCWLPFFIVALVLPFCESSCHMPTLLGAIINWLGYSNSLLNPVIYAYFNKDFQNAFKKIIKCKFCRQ
TNAP act DEA: activators of human TNAP at intermediate phosphate acceptor. P05186. purified TNAP, CDP-star luminescence, 100 mM DEA, 30 min; active compounds read high; scale: 0 levamisole-inhibited, 1 vehicle-only enzyme. activation factor at 20 µM. 64,000 tested, under 10 active. AID 813;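 active = activation factor of at least 2 at 20 µM, relative to controls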
A340 absorber: compound absorbs light at 340 nm | fold change at 10 µM | AID 708 | compound absorbance at 340 nm, fold over control | 65,000 tested, under 10 active;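 active = at 10 µM dose, initial 340 nm absorbance at least 2 fold that of control wells; inactive = change under 2 fold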;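 note: initial absorbance extrapolated from kinetic A340 decline of NADH oxidation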
5HT1a antag: blocks the human serotonin 5-HT1a receptor. AID 612. inhibition, % at 10 µM. P08908. 62,000 compounds, 0.68% hits. CHO 5-HT1a Ga15 NFAT-bla reporter, antagonist mode;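 active = inhibition above the mean of all tested compounds plus 3 SD, cut at about 43% in these data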;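 note: receptor stimulated by 5-CT agonist at 100 nM near EC80; beta-lactamase reporter measured by ratiometric fluorescence of a cleavable substrate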
Autofluor 339: intrinsic fluorescence of library compounds, ex339/em460 – biochemical, MLSMR library, data from DPM-DC assay, artefact control, profiling panel; compound autofluorescence, ex339/em460 nm, NADH buffer; active compounds read high; 1 = no-compound wells, NADH background; fluorescence fold increase at 10 µM; 65,000 compounds, 5.5% hits;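 active = at 10 µM, mean starting fluorescence two-fold or more over control wells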;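 note: signal is the first read of a kinetic run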
NADH enzymes: blocks coupling enzymes of NAD/NADH assays | coupled PK/LDH NADH assays, four targets | AID 774 | IC50, µM (series often up to 10 µM), without a hit: top-dose inhibition | 65,000 compounds, 0.02% hits;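 active = single-dose screening hits from any of four coupled enzyme assays that gave an IC50 when retested across doses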;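 note: the DPM-DC format reads NADH fluorescence rather than 340 nm absorbance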
SF1 activator: activators of human nuclear receptor SF-1 | Q13285 | 65,000 compounds, 1.9% hits | AID 522 | activation, % at 10 µM | CHO-K1 Gal4-SF-1 LBD luciferase reporter; % increase over DMSO SF-1-specific signal;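 active = activation above the mean activation of all tested compounds plus 3 SD, cut at about 50% in these data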
Target sequence (Q13285 whole entry, looked up, the tested form may be a part): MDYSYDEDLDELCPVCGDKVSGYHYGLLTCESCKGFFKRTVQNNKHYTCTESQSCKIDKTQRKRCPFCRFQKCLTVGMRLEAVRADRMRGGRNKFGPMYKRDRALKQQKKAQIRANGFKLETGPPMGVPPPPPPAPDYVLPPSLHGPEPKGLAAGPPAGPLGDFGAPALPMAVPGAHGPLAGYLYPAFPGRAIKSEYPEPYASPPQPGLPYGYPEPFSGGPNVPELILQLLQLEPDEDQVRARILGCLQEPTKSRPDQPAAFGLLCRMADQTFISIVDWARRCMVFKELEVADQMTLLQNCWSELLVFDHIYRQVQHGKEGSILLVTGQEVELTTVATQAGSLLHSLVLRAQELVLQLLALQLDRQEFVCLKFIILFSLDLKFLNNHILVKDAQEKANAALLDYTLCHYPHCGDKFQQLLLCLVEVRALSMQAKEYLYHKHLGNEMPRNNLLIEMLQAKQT
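Test system: CHO-K1 cells co-transfected with Gal4 DBD–human SF-1 LBD, 5xGal4 luciferase reporter. Quantity: 4,000 cells per well. Compound: 10 µM only. Incubation: compound added 1 h post-seeding, 20 h exposure at 37 °C, 5% CO2. Detection: SteadyLite luciferase luminescence. Replication: one test per compound.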
MMP13 inh: MMP13 (human) collagenase inhibition | AID 570 | 65,000 compounds, 0.07% hits | inhibition, % at 4 µM | MMP-13 fTHP FRET cleavage, Mca fluorescence | P45452;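 active = inhibition above the mean of compound-free control plate wells plus 3 SD, cut at about 14% in these data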;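 note: 0% = DMSO wells and 100% = wells with reference MMP-13 inhibitor after basal subtraction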
RORA act: RORA (human) activation | 65,000 compounds, 1.5% hits | activation, % at 10 µM | CHO-K1 Gal4-RORA LBD luciferase reporter, luminescence; percent increase over mock-subtracted basal signal;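 active = activation above the mean of all tested compounds plus 3 SD, cut at about 49% in these data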;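 note: 0% = DMSO-treated RORA cells and 100% = added signal equal to DMSO minus mock-transfected cells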
* = called active by the depositor; / = not tested or not shown; [ ] = remark or other dose.

SMILES	5HT1a ag	TNAP act DEA	A340 absorber	5HT1a antag	Autofluor 339	NADH enzymes	SF1 activator	MMP13 inh	RORA act
CCCCOc1ccc(C(C)(O)CCN2CCOCC2)cc1 (configuration not stated)	-1.3	0.9	1.03	8.9	1.12	7.0%	8.5	-0.7	-11.4
CCCNS(=O)(=O)c1ccc(OCC(=O)N2CCC(C(=O)OCC)CC2)cc1	0.8	1	1.01	5.1	1.12	1.0%	-1.4	0.0	-20.1
Cc1ccc(SCc2cc(=O)[nH]c(N3CCOCC3)n2)cc1	-2.6	0.9	1	-10.2	1.09	7.0%	1.2	0.4	-9.1
Cc1nn(-c2ccccc2)c2[nH]c(=O)c(CNCCN3CCOCC3)cc12	1.0	0.9	0.94	-4.2	1.08	6.0%	-13.2	-4.5	2.2
O=C(Nc1nc2c(s1)COc1ccccc1-2)c1cccs1	-2.1	0.9	1.07	29.1	1.31	3.0%	9.7	-1.4	18.4
O=C(OCC#CCSc1nc2ccccc2s1)c1ccco1	0.0	0.8	1.01	3.8	1.07	2.0%	22.9	2.4	12.4
COc1cccc(-n2c(=O)[nH]cc(C(=O)Nc3ccc(NC(C)=O)cc3)c2=O)c1	2.0	0.9	1.06	-0.6	1.04	8.0%	17.3	1.1	-11.1
Cc1cc(-c2ccccc2N)n[nH]1	-2.0	0.8	1	-2.1	1.29	9.0%	6.6	-21.2	6.9
COCCn1c(SCC(=O)N2CCCC2)nnc1-c1ccoc1C	0.4	0.9	1.03	-8.1	1.1	3.0%	-2.4	1.2	3.7
CCN(Cc1cc2ccccc2[nH]c1=O)C(=O)c1cccnc1	-3.1	0.9	1.06	-1.0	1.19	6.0%	1.6	-6.3	-8.0
Cc1cccc(-c2ccc(C=Nc3c(C)n(C)n(-c4ccccc4)c3=O)o2)c1	-2.0	0.9	1.11	-11.4	1.1	4.0%	-16.8	6.2	-4.5
O=C(CCC(=O)c1cccs1)NCc1ccccc1	-0.8	0.8	1	-12.7	1.04	3.0%	-3.3	5.7	-2.3
CCOC(=O)c1cnn2c(C)cc(-c3ccc(F)cc3)nc12	-1.9	0.9	1.11	-8.1	2.19*	3.0%[fluoresces]	27.9	-60.6[fluorescence artefact?]	67.7*
Cc1sc(-n2cccc2)c(C(=O)O)c1C	-2.6	1	1	1.5	1.01	8.0%	9.3	-14.6	-11.6
O=c1[nH]c(NCc2ccccc2)nc2c1CCCC2	-4.6	0.9	1	-7.9	1.03	2.0%	6.4	-3.4	29.8
CC(=O)c1ccccc1NS(=O)(=O)c1c(C)nn(-c2ccccc2)c1C	-0.6	0.8	1	8.5	1.02	1.0%	-13.2	3.5	-0.3
N#CC1=C(SCC(=O)c2ccc(Cl)cc2)NC2=C(C(=O)CCC2)C1c1ccco1 (configuration not stated)	1.7	0.8	1.04	/	1.01	6.0%	1.1	-2.8	11.4
CCOC(=O)CNC(=O)CSc1nc(N)cc(N)n1	-0.1	0.9	0.99	-18.5	1.05	4.0%	3.2	-2.8	-5.8
O=C(Nc1ccc2c(c1)CCC2)C1CCCN(c2ncccn2)C1 (configuration not stated)	-1.7	0.9	1.02	8.1	1.27	3.0%	69.3*	-1.3	31.3
COc1ccc(-c2nnc3n2N=C(c2ccccc2)CS3)cc1OC	-1.7	0.8	1.01	8.6	1.07	10.0%	-8.1	4.2	4.9

Single records (already shown). Order of values: 5HT1a ag, TNAP act DEA, A340 absorber, 5HT1a antag, Autofluor 339, NADH enzymes, SF1 activator, MMP13 inh, RORA act
Listed for `CCOC(=O)CNC(=O)CSc1nc(N)cc(N)n1` = -0.1, 0.9, 0.99, -18.5, 1.05, 4.0%, 3.2, -2.8, -5.8
Listed for `COc1ccc(-c2nnc3n2N=C(c2ccccc2)CS3)cc1OC` = -1.7, 0.8, 1.01, 8.6, 1.07, 10.0%, -8.1, 4.2, 4.9

Other results
SMILES	5HT1a ag	TNAP act DEA	A340 absorber	5HT1a antag	Autofluor 339	NADH enzymes	SF1 activator	MMP13 inh	RORA act
CC(=O)NC(CCS(C)(=O)=O)C(=O)Nc1cc(C)ccc1C (configuration not stated)	-4.2	1	1.04	1.8	1.07	1.0%	21.9	-4.0	17.7
CCc1ccc(C(=O)NCc2cccs2)s1	-3.5	1	0.99	8.1	1.1	11.0%	70.5*	4.5	10.4
CCN1CCN(C(c2ccccc2)c2nnnn2CCc2ccc(OC)c(OC)c2)CC1 (configuration not stated)	-2.0	1	1.05	1.9	1.15	2.0%	-12.3	-7.5	-0.9
O=S(=O)(Cc1ccccc1)N1CCc2ccccc2C1	/	0.9	1.03	/	1.13	1.0%	/	/	/
CCOc1ccc(/C(=N\O)C(C)NO)cc1 (configuration not stated)	-0.5	1	1	1.0	1.11	2.0%	16.7	4.2	-10.5
Cc1ccc(NCc2nnc(SCC(N)=O)n2CCc2ccccc2)cc1	-1.8	0.9	0.97	-7.8	1.08	5.0%	-8.4	-0.2	-2.6
O=c1[nH]nc(Sc2ncnc3sccc23)n1CCc1ccccc1	21.9*	0.8	1.01	32.7	1.02	5.0%	-26.6	7.6	-39.3
COc1ccc(OC)c(NS(=O)(=O)c2ccc(Cl)s2)c1	-1.9	0.9	0.99	16.0	1.12	4.0%	-7.5	-7.5	0.8
CCOC(=O)c1ccc(NC(=O)CCNS(=O)(=O)c2ccc3c(c2)oc(=O)n3C)cc1	-0.1	0.9	1	9.4	1.13	2.0%	14.7	0.3	-16.3
O=C(CNC(=O)c1ccco1)OCc1ccc(C(=O)Oc2ccccc2)cc1	-0.7	1	0.99	-5.1	1.12	7.0%	1.7	2.1	-5.3
CCOC(=O)c1[nH]c(C)c(C(=O)Nc2ccc(C)c(Cl)c2)c1C	-1.7	0.9	1	3.8	1.01	3.0%	14.9	3.6	19.6
CCCCc1c(O)nc(SCC(=O)N2CCOCC2)[nH]c1=O	0.5	1	1.02	-3.4	1.02	2.0%	-4.1	-0.3	-0.2
C=CCOc1nc2c(c(=O)n(C)c(=O)n2C)n1Cc1ccccc1Cl	3.2	0.9	1.03	/	1.06	1.0%	-14.5	-3.9	-22.6
N#CCCN1CCn2c1nc1ccccc12	-2.4	0.9	0.98	-18.9	0.87	5.0%	4.0	-3.6	-11.2
Cc1ccc(Nc2ncc3c(n2)CC(c2ccco2)CC3=O)c(C)c1 (configuration not stated)	-0.9	0.9	1.06	5.5	1.26	8.0%	13.6	0.2	16.9
COc1ccc(Br)cc1CNc1ccc(O)cc1	-5.3	0.8	1.04	11.3	1.11	1.0%	-23.6	1.5	-9.8
N#Cc1nc(Cc2cccc3ccccc23)oc1N1CCC(C(N)=O)CC1	-0.3	0.9	1.02	-21.2	1.11	4.0%	-6.4	2.3	-0.2
COc1ccc(-c2ccc(=O)n(CC(=O)Nc3cccc(O)c3)n2)cc1OC	0.7	0.9	1.08	7.0	1.16	2.0%	3.6	1.0	-13.2
Cc1ccc(NC(=O)c2cc(S(=O)(=O)N3CCC4(CC3)OCCO4)ccc2F)cc1	-3.4	0.9	1	6.4	1.02	12.0%	2.6	5.7	2.3
COc1ccc(CNC(=O)C2CCN(S(=O)(=O)c3ccc(-c4nn[nH]n4)cc3)CC2)cc1	0.5	0.9	1.03	-3.2	1.02	3.0%	-28.1	-1.5	-4.9

Random excerpt: 3 records from the list, in no set order.
SMILES	5HT1a ag	TNAP act DEA	A340 absorber	5HT1a antag	Autofluor 339	NADH enzymes	SF1 activator	MMP13 inh	RORA act
C=CCOc1nc2c(c(=O)n(C)c(=O)n2C)n1Cc1ccccc1Cl	3.2	0.9	1.03	/	1.06	1.0%	-14.5	-3.9	-22.6
CCCCc1c(O)nc(SCC(=O)N2CCOCC2)[nH]c1=O	0.5	1	1.02	-3.4	1.02	2.0%	-4.1	-0.3	-0.2
COc1ccc(-c2ccc(=O)n(CC(=O)Nc3cccc(O)c3)n2)cc1OC	0.7	0.9	1.08	7.0	1.16	2.0%	3.6	1.0	-13.2

(cont.)
SMILES	5HT1a ag	TNAP act DEA	A340 absorber	5HT1a antag	Autofluor 339	NADH enzymes	SF1 activator	MMP13 inh	RORA act
CC(C)CC(NC(=O)C1CCC(C)CC1)C(=O)N1CCN(c2ccccn2)CC1 (configuration not stated)	-1.5	0.9	1.03	11.9	1.2	6.0%	2.9	-6.9	-13.7
CCN1CCN(c2ccc(NC(=O)c3cccnc3)cc2Cl)CC1	-1.0	1	1	-10.7	0.99	5.0%	15.6	4.5	14.0
COc1ccc(S(=O)(=O)Cc2ccc(C(=O)NC3CC3)o2)cc1	1.5	1	1.04	-15.2	1.11	0.0%	-24.8	5.5	-6.1
CN(C(=O)c1ccccn1)c1nnc(-c2cnccn2)s1	-1.3	0.9	1.07	0.5	1.18	8.0%	69.9*	3.7	44.5
CCN(c1cccc(C)c1)S(=O)(=O)c1cccc2nsnc12	-1.1	0.8	1.07	23.2	1.1	4.0%	-4.8	-3.4	-3.7
O=C(CSc1nnnn1C1CCCCC1)NCc1ccco1	-1.8	0.9	1.01	2.2	1.05	2.0%	-0.9	0.7	-11.1
COCCCNC(=O)Cn1ncc2ccsc2c1=O	-2.2	0.9	1.05	13.4	1.09	3.0%	-16.3	-14.3	26.9
O=C(NCc1ccccn1)c1nnc(Cc2ccc(Cl)cc2)o1	-2.7	1	1.04	5.1	1.08	2.0%	5.5	4.5	-3.2
CCN(CC)S(=O)(=O)c1ccc2c(c1)c(=O)c(C(=O)NCCCN(C)c1ccccc1)cn2C	-1.9	0.9	1.05	-0.8	1.1	4.0%	-5.9	4.1	-5.3
CC(=O)OC1CC(C)(C)N(OC(=O)c2ccccc2)C(C)(C)C1	-0.6	1	0.98	-6.0	1.07	6.0%	-2.7	1.5	10.5
COc1cc(OC)cc(C(=O)N2CCN(S(C)(=O)=O)CC2)c1	-3.4	0.9	1.03	-3.1	1.06	6.0%	1.9	3.0	0.1
Cc1noc(C)c1C(=O)OCC(=O)Nc1ccccc1C(=O)NC(C)c1ccccc1 (configuration not stated)	4.2	0.9	0.96	3.6	1.05	5.0%	-8.8	-9.6	-21.9
CCOc1ccc(C(C)=O)cc1CSc1nnc(-c2ccoc2C)n1N	-1.9	1	1.06	21.8	1.16	4.0%	-8.2	2.9	13.1
Cc1ccc(CC2S/C(=C(/C#N)C(=O)NCc3ccco3)N(c3ccccc3)C2=O)cc1 (configuration not stated)	-0.5	0.9	1.07	8.2	1.1	9.0%	12.9	5.5	3.0
Cn1c(=O)cc(OCCCC(=O)Nc2cccnc2)c2ccccc21	-0.4	0.9	1.02	8.7	1.02	3.0%	8.5	5.3	4.4
CCOC(=O)C1C2C=CC3(CN(C4CCCC4)C(=O)C13)O2 (configuration not stated)	1.2	1	1.04	6.6	1.05	5.0%	-13.2	4.2	1.2
Cc1ccc(Nc2nc(N)nc(CSc3nccn3C)n2)c(C)c1	0.0	0.9	1.05	-13.6	1.04	8.0%	23.4	-2.2	17.1
O=C(Nc1ccc2nc(-c3ccc(Br)o3)[nH]c2c1)c1cccs1	-3.4	1	1.25	13.0	1.37	3.0%	6.0	-0.1	61.5*
O=C(NCCN1CCCC1)c1ccc2c(=O)n(CCc3ccccc3)c(=O)[nH]c2c1	-0.3	0.9	1.05	-1.5	1.63	10.0%	-2.9	-17.1	12.8
COc1ccc(OC)c(NC(=O)[C@H]2CC=CC[C@H]2C(=O)O)c1	-1.0	0.9	0.98	-0.6	1.08	6.0%	4.4	0.8	11.7
CC(=O)c1cc(-c2ccccc2)n(CC(=O)NCc2cccs2)c1C	-0.7	0.9	0.99	30.5	1.07	6.0%	-9.3	4.1	-16.9
O=C(c1ccco1)N1CCN(C2CC(=O)N(c3ccc4c(c3)OCO4)C2=O)CC1 (configuration not stated)	0.5	0.9	1.03	-12.9	1.1	1.0%	-15.4	6.2	0.1

Screens from PubChem BioAssay.

An unsorted share of the library; overall some 8.9% were active at least once.
